Source: PubChem BioAssay (several laboratories)
MazF activator: activators of E. coli MazEF toxin-antitoxin RNase, primary screen, biochemical, fluorescence, uHTS; Endoribonuclease toxin MazF (Escherichia coli (strain K12)), P0AE70; FAM/BHQ RNA-DNA oligo cleavage fluorescence, 5 h; activation, % at 20 µM; 350,000 compounds, 0.32% hits; in the data active = activation above about 50%
Target sequence (P0AE70 whole entry, looked up): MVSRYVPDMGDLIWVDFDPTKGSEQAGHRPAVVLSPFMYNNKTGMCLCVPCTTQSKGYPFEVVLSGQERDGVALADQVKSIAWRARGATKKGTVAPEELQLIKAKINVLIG
BioA inh: M. tuberculosis BioA enzyme inhibitors, primary screen, biochemical, plate reader, single point, HTS; AID 602481, 2012; 360,000 compounds, 0.096% hits; purified M. tuberculosis BioA enzyme; inhibition, % at 9.99 µM; 7,8-diaminopelargonic acid synthase BioA (Mycobacterium tuberculosis); in the data active = inhibition above about 40%
SARS 3CLpro inh: SARS-CoV 3CLpro protease inhibitors, primary screen, biochemical, quenched FRET. Replicase polyprotein 1ab (Severe acute respiratory syndrome coronavirus), P0C6X7. recombinant SARS-CoV 3CLpro, quenched FRET peptide cleavage. inhibition, % at 6 µM. 290,000 compounds, 0.14% hits; in the data active = inhibition above about 12%
PriA SSB inh: inhibitors of Klebsiella pneumoniae PriA binding to SSB C-terminal tail, primary screen, biochemical, AlphaScreen; 430,000 compounds, 0.6% hits; PriA–SSB C-terminal tail interaction (Klebsiella pneumoniae); inhibition, % at 33 µM; AlphaScreen SSBct-PriA binding, biotinylated peptide; AID 1272365, 2023; in the data active = inhibition mostly above about 37%, no sharp cut-off; inactive = mostly below about 20%;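 also: plate controls were negative control peptide for no effect and reference peptide for full effect; strong numbers were not always called active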
GDH-TPI counter: GDH-TPI coupling enzyme inhibitors, primary screen, artefact control for M. tuberculosis FBA inhibitor project, biochemical, absorbance, full deck; AID 588335, 2011; inhibition, % at 4.8 µM; 360,000 compounds, 1.2% hits; GDH-TPI coupled enzyme counterscreen, NADH absorbance; in the data active = inhibition above about 30%;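 also: 0% = DMSO wells and 100% = wells lacking the enzyme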
Rv3671c inh: Rv3671c serine protease inhibitors, primary screen, biochemical, fluorescence polarization, M. tuberculosis H37Rv; P9WHR9; inhibition, % at 5.96 µM; 320,000 compounds, 0.048% hits; AID 2606, 2010; in the data active = inhibition above about 38%;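 also: extracellular domain of Rv3671c used as enzyme; 0% = enzyme with DMSO and 100% = no enzyme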
Target sequence (P9WHR9 whole entry, looked up, the tested form may be a part): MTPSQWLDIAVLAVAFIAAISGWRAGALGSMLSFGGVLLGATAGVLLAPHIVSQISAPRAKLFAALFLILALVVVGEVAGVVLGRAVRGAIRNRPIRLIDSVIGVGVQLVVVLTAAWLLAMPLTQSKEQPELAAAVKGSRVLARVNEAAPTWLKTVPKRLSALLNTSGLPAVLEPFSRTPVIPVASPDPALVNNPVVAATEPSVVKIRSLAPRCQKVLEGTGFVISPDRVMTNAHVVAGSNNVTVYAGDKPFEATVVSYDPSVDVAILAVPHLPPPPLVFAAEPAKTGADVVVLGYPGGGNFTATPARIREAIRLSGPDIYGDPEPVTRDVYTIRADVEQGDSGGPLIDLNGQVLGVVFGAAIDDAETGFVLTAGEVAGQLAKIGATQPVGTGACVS
DUSP3 inh: VHR1 phosphatase inhibitors, primary screen, biochemical, absorbance, uHTS. inhibition, % at 13.3 µM. recombinant VHR phosphatase, pNPP absorbance. 290,000 compounds, 0.52% hits. AID 1654, 2009. Dual specificity protein phosphatase 3 (Homo sapiens), P51452; in the data active = inhibition above about 50%; also: some compounds called inactive have numbers as strong as hits
Mtb UGM inh: M. tuberculosis UGM enzyme inhibitors, primary screen, biochemical, fluorescence polarization, single point | 320,000 compounds, 0.06% hits | inhibition, % at 10 µM | AID 504406, 2011 | purified UGM, fluorescence polarization probe displacement | UDP-galactopyranose mutase (Mycobacterium tuberculosis (strain ATCC 25618 / H37Rv)), …; in the data active = inhibition above about 10%, passing the limit was not always enough
FBA Mtb inh: Mtb FBA enzyme inhibitors, primary screen, biochemical, fluorescence, strain H37Rv. Fructose-bisphosphate aldolase (Mycobacterium tuberculosis (strain ATCC 25618 / H37Rv)), …. purified M. tuberculosis FBA, fluorescence read-out. inhibition, % at 1 µM. 360,000 compounds, 2.3% hits. AID 588726, 2011; in the data active = inhibition above about 27%;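 also: 0% = vehicle and 100% = reference inhibitor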
Target sequence (P9WQA3 whole entry, looked up): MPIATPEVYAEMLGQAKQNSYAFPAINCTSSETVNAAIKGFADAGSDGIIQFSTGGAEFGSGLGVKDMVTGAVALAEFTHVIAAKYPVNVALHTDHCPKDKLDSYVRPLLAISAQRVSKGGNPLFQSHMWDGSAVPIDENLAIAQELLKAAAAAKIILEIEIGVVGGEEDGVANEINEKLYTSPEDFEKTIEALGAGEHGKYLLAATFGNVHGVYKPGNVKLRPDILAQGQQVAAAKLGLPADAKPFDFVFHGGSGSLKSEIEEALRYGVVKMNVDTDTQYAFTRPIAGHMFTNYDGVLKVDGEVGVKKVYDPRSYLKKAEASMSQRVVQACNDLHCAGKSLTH
Vc quorum ag: inducers of Vibrio cholerae quorum light production without autoinducers, primary screen, BH1578 luxS cqsA deficient, single point | V. cholerae BH1578 lux reporter, luminescence, 6 h | activation, % at 18.7 µM | 350,000 compounds, 0.16% hits; in the data active = activation mostly above about 9.7%, no sharp cut-off; also: not every result past the cut was called active; inactives centre near 0; reference of the scale not given here
The depositor's hits bear a star; i = inactive; . = no result given; + = active, no number. Only part of the results is shown; rates above refer to the full screens.

Structure,MazF activator,BioA inh,SARS 3CLpro inh,PriA SSB inh,GDH-TPI counter,Rv3671c inh,DUSP3 inh,Mtb UGM inh,FBA Mtb inh,Vc quorum ag
Cc1ccc2oc(=O)c3cc(C(=O)NCCCN4C(C)CCCC4C)sc3c2c1 (centres undefined),24,-2.1,4,6,15,-6,17,0.3,8,0.2
COC(=O)c1ccc(C23CC4(C2)[C@H](CN(CC2CCCCC2)[C@@H]4c2ccccc2)C3c2ccc(Cl)nc2)cc1 (some centres undefined),-9,-2.5,.,19,9,-18,26,3.6,1,0.5
Nc1ccc2c(c1)[nH]c(=O)c1ccccc12,3,.,.,0,5,.,.,.,69*,-0.8
O=C(CSc1nc2[nH]ncc2c(=O)n1-c1ccc(Cl)c(Cl)c1)NCc1ccccc1Cl,2,.,-1,10,-1,-12,-12,-1.2,-2,-0.1
COc1cc(C(=S)N(C)C)ccc1O,4,0.8,-2,-1,11,1,1,0.6,2,i
COC(=O)C1=C(c2ccc(F)cc2OCc2ccccc2)C[C@@H]2CC[C@H]1N2C(=O)NCc1ccc(OC)cc1,-5,0.5,.,-9,8,-21,.,-0.9,0,-1.2
COCCn1cc(C(=O)N2CCCC(C)C2)c2c3ccccc3n(C)c2c1=O (centres undefined),0,-0.6,-5,-9,15,0,4,-1.4,45*,-2.5
O=c1c2ccccc2ncn1Cc1nc2ccccc2s1,1,3.9,5,3,-4,7,-13,-2.1,0,i
Cc1cc(C)c2cc(C(c3nnnn3C3CCCC3)N3CCOCC3)c(=O)[nH]c2c1 (centres undefined),12,-1.2,0,0,17,5,5,0.2,3,-0.4
CCOC(=O)CC1C(=O)NCCN1c1nc2ccc(C)cn2c(=O)c1/C=C1\SC(=S)N(C(C)CC)C1=O (centres undefined),.,.,0,.,.,-8,-5,6.1,.,.
CC(=NCCc1c[nH]c2ccccc12)c1c(O)n(Cc2ccccc2)c(=O)[nH]c1=O,-9,-1.1,3,16,-10,6,25,4.5,-3,-0.5
CCN(CC)C(=O)Cn1cc(S(=O)(=O)CC(=O)NCc2ccc3c(c2)OCO3)c2ccccc21,9,.,-2,-4,12,4,-8,-1.7,4,0.7
O=C(Nc1ccc(C(F)(F)F)cc1)c1cccc(-n2cnnn2)c1,7,0.7,.,-3,8,-21,.,3.8,0,-0.2
O=C(NCc1ccccc1)C1CCC(=O)N(CCN2CCOCC2)C1 (centres undefined),-20,-5.1,-3,-9,20,-6,-4,-0.1,-4,0.5
Cc1ccc(CNC(=O)Cc2cn(C)c3ccccc23)cc1,11,0.0,-3,-9,1,-4,38,0.7,1,-0.6
COc1cc(OC)cc(C(=O)Nn2cc(C(=O)Nc3ccccc3F)c3ccccc3c2=O)c1,-5,.,-9,7,9,-17,6,-2.6,1,-1.6
CCOC(=O)c1sc(NC(=O)C2CCCCC2)nc1C,7,.,.,-6,-3,8,.,-3.1,1,-0.1
COCCCn1c(SCC(=O)N2CCCC(C)C2)nnc1-c1ccco1 (centres undefined),-7,0.0,1,-3,-6,3,-8,-0.8,0,-0.2
O=C(Cn1nc(Cc2cccnc2)c2ccccc2c1=O)NCCCN1CCCC1=O,9,1.7,1,-1,-4,12,21,-2.5,3,-0.4
O=C(O)c1cc([N+](=O)[O-])ccc1C(=O)Nc1cccc([N+](=O)[O-])c1,5,1.4,1,-9,4,-3,2,2.4,-3,-0.8
O=C(c1ccc2c(c1)OCO2)N1CCc2ccccc2C1,-1,3.3,1,0,5,-4,-10,-0.5,0,i
CCCCCCCOc1ccc(OC(=O)c2ccncc2)cc1,0,-0.8,-3,-23,5,-1,8,3.4,2,-8.3
CC(C)(O)C#CC#CCN1CCOCC1,9,-0.7,-1,5,14,-1,18,3.5,1,i
O=C(CN1C(=O)NC2(CCCCCCC2)C1=O)Nc1ccc(Cl)cc1,3,0.0,.,-3,-6,1,.,1.8,1,i
O=C(O)c1ccc(Cn2cc(Cl)cn2)cc1,-3,1.8,-6,1,-7,-12,27,-0.6,1,-0.6
O=C(c1cc([N+](=O)[O-])ccc1N1CCCCC1)N1CCCC1,2,.,1,-18,12,4,2,-1.9,-4,-0.2
CC(C)Oc1cccc(C(=O)C2CCCN(C(=O)c3cc(C4CC4)[nH]n3)C2)c1 (centres undefined),0,-1.9,-4,6,6,-8,-9,-1.4,3,i
O=C1CSC(c2cccc([N+](=O)[O-])c2)N1C1CC2CCC1C2 (centres undefined),-2,-0.2,-1,-5,-8,3,23,-1.0,-1,i
COc1ccc(S(=O)(=O)NCCOc2cccc3cccnc23)cc1OC,17,-0.3,-2,3,-4,.,7,.,-1,-0.3
Cn1c(/C(C#N)=C(\O)c2ccc([N+](=O)[O-])s2)nc2ccccc21,25,0.5,-2,7,-15,7,14,4.2,-3,i
Cc1nc(N2CCN(Cc3ccccc3)CC2)nc2c1CCC2,-4,0.0,-4,-2,5,0,30,-2.7,3,i
Cc1nc(Nc2ccc(Cl)cc2)c2nnn(Cc3ccccc3)c2n1,-39,1.7,0,0,-2,7,29,1.3,8,-0.4
O=C(Nc1ccccc1C(=O)N1CCCCC1)c1ccco1,0,0.2,7,-4,4,5,-8,0.3,-4,0.2
CCOc1ccc(-c2n[nH]c(C(=O)NN)c2C)cc1,5,0.8,-1,-9,5,-8,2,2.1,1,-0.4
COc1ccc2[nH]c(C(=O)N3CCC(Cc4ccccc4)CC3)cc2c1,0,-0.4,5,-5,-3,5,-1,3.4,3,i
O=C(COC(=O)/C=C/c1cccc(Br)c1)NCc1cccs1,-9,-2.2,.,5,14,1,.,1.1,4,i
COC(=O)c1[nH]c2ccccc2c1NC(=O)C(C)N1CCOCC1 (centres undefined),3,-0.6,8,-1,27,0,-11,-1.0,8,i
CCS(=O)(=O)n1nc(-c2ccc(C)cc2)nc1N,9,-1.5,0,-9,-1,1,-5,-0.8,4,i
CC(=O)OCC(=O)C1(O)CCC2C3CCC4=CC(=O)CCC4(C)C3(F)C(O)CC21C (centres undefined),12,-0.5,.,-15,4,.,.,.,0,-7.1
Cc1c(C=O)c2ccccn2c1C(=O)c1ccc(Cl)c([N+](=O)[O-])c1,16,.,0,-7,2,-10,22,-2.7,0,-1.6
CCCCN(CC(=O)NC1CC1)S(=O)(=O)c1ccc(OCC)cc1,3,-1.4,.,-8,8,-4,.,-0.7,0,3.1
CC(=O)Nc1cccc(NC(=O)CSc2nnnn2Cc2ccccc2)c1,1,5.9,-6,-10,-1,-11,19,3.2,-4,i
CCOC(=O)c1nn(-c2ccc3c(c2)CCN3C(C)=O)cc1O,3,-0.2,2,10,26,-17,6,1.3,+,-6.9
CN(C)CCNC(=O)c1ccc(CS(=O)(=O)c2ccc(Br)cc2)o1,6,-2.0,-3,2,7,2,.,2.3,0,-0.2
Cn1cc(CN(CCO)Cc2cccs2)c(-c2ccccc2F)n1,1,1.0,4,-18,0,-8,22,0.6,1,0.6

Molecules from the list above that contain a furan ring, fused or not:
Structure,MazF activator,BioA inh,SARS 3CLpro inh,PriA SSB inh,GDH-TPI counter,Rv3671c inh,DUSP3 inh,Mtb UGM inh,FBA Mtb inh,Vc quorum ag
COCCCn1c(SCC(=O)N2CCCC(C)C2)nnc1-c1ccco1 (centres undefined),-7,0.0,1,-3,-6,3,-8,-0.8,0,-0.2
O=C(Nc1ccccc1C(=O)N1CCCCC1)c1ccco1,0,0.2,7,-4,4,5,-8,0.3,-4,0.2
CN(C)CCNC(=O)c1ccc(CS(=O)(=O)c2ccc(Br)cc2)o1,6,-2.0,-3,2,7,2,.,2.3,0,-0.2

Additional results.
Structure,MazF activator,BioA inh,SARS 3CLpro inh,PriA SSB inh,GDH-TPI counter,Rv3671c inh,DUSP3 inh,Mtb UGM inh,FBA Mtb inh,Vc quorum ag
Cn1c(=O)c(=O)n(C)c2cc(S(=O)(=O)N3CCC(N4CCCCC4)CC3)ccc21,5,-2.0,-1,-25,8,1,.,-1.4,4,-0.3
C=CCOc1ccc(CN(C)Cc2nc3cc(C(F)(F)F)ccc3c(=O)[nH]2)cc1,2,.,-3,-5,-14,4,10,1.6,0,i
COc1ccc(NC(=O)COc2ncnc3ccccc23)cc1S(=O)(=O)N1CCOCC1,-2,.,1,-12,0,2,18,-0.1,-1,i
CC1CC(C)CN(S(=O)(=O)c2ccc(Cl)cc2)C1 (centres undefined),-23,0.0,-2,-32,4,1,16,-4.1,1,i
CCOc1ccc(-n2nnc3c(=O)n(CC(=O)Nc4cc(C)on4)cnc32)cc1,-6,0.5,-2,0,-11,11,16,1.2,1,-0.4
O=C(c1cc(C2CC2)on1)N1CCN(c2ccccc2)CC1,10,2.3,-3,-10,0,-3,17,3.3,-4,i
CCNc1nn2ccccc2c1/C=C(\C#N)C(=O)OCC,5,-1.9,-3,-12,1,1,32,9.7,-7,-0.8
O=C(N/C(=C\c1ccccc1)C(=O)N1CCOCC1)c1ccccc1Cl,3,-1.8,2,-11,-4,0,0,1.5,3,i
Cc1ccc(CNC(=O)C2CC(=O)N(C3CCCCCC3)C2)cc1 (centres undefined),4,.,6,-2,-7,10,13,-0.7,0,-3.6
O=C(c1ccc(NS(=O)(=O)c2cccc([N+](=O)[O-])c2)cc1)N1CCCCCC1,-1,.,.,-5,-2,9,.,0.9,-2,i
Cc1ccc2oc(-c3ccc(C)c(NC(=O)Cc4cccs4)c3)nc2c1,-23,-1.7,0,-8,6,2,5,-0.6,4,i
CC(C)[C@@H]1CN=C(N)N1C[C@@H]1CCCN1C[C@H](C)N1C[C@@H](Cc2ccccc2)N(CCc2ccc(Cl)c(Cl)c2)C1=N,30,0.1,.,6,14,5,.,.,6,-1.4
Cn1c(C(=O)NN)cc2cc(Oc3ccccc3)ccc21,9,-0.2,-4,-15,18,4,12,0.0,5,-0.6
S=c1nc(-c2ccco2)[nH][nH]1,5,-1.6,0,-37,-9,3,30,1.7,-1,i
Cc1cc(OCCCCN2C(=O)NC(C)(C)C2=O)cc(C)c1Cl,2,1.6,-3,-21,-8,-3,12,-0.2,-4,i
O=C(Cc1ccc([N+](=O)[O-])cc1)NC(C(=O)O)C(O)c1cccc([N+](=O)[O-])c1 (centres undefined),6,0.4,1,-4,-11,1,35,6.7,2,0.4
Oc1ccc(/C=N/Nc2ccnc3cc(Cl)ccc23)c(O)c1,-53,3.8,-4,.,3,37,15,-2.2,-11,-3.7
CCOc1ccc2nc(/N=C/c3c(C)[nH]n(-c4ccccc4)c3=O)sc2c1,2,.,5,.,6,-29,-5,2.6,-3,-0.1
COc1ccc(CNC(=O)C2(C)Cc3c(-c4cccc(NC(C)=O)c4)ccnc3O2)cc1OC (centres undefined),.,1.0,.,.,7,.,.,.,-2,-5.6
